From PubChem
PGC1a acetyl inh = lowers PGC1a acetylation signal in U2OS cells | AlphaScreen anti-acetyl-lysine; with virally co-expressed GCN5 acetyltransferase | inhibition, % at 15.6 µM | 350,000 compounds, 0.17% hits | AID 651687;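 active = every replicate shows inhibition of at least 40%; inconclusive = mean inhibition at least 40% but some replicate below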;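 note: 0% = neutral control wells and 100% = positive control wells; some results beyond the cut were filed as inactive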
PglD DTNB = PglD (C. jejuni) enzyme inhibition | purified PglD enzyme, DTNB colorimetric CoA detection | inhibition, % at 12.5 µM | 360,000 compounds, 0.098% hits; in the data active = inhibition above about 16%, passing the limit was not always enough; inconclusive = no clear call, values can overlap the other calls; note: strong numbers were not always called active
INS-1E GSIS act = GLuc luminescence reporter in INS-1E cells, primary screen for activators of glucose-dependent secretion of insulin | INS-1E GLuc reporter insulin secretion, 2-3 h | activation, % at 16.6 µM | 370,000 compounds, 0.61% hits | AID 743287;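 active = lowest replicate activation of at least 40%, so every replicate reaches that level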;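 note: 0% = median of neutral control wells and 100% = median of IBMX positive control wells; some compounds called inactive have numbers as strong as hits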
miR122 inh = miR-122 inhibition in Huh7 cells; 340,000 compounds, 0.3% hits; Huh7 miR-122 Renilla luciferase sensor, 48 h; neutral wells = 0, positive control = 100; AID 602342; activation (reporter increase), % at 12.5 µM;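 active = mean replicate activation score at least 90 and every replicate individually at or above 90; inconclusive = only one of the two criteria met; inactive = neither criterion met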;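 note: higher luciferase means less miR-122 activity so hits act as miR-122 inhibitors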
Cneo AK release = causes C. neoformans cell lysis | adenylate kinase release luminescence, 4 h; normalised: neutral wells 0, clomiphene wells 100 | lysis activity, % at 15 µM | 360,000 compounds, 0.2% hits;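 active = mean lysis activity across replicates of at least 80%, whatever share of replicates individually reach that level; inactive = mean lysis activity below 80%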
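Assay system: C. neoformans cells. Amount: yeast cell density of 5 × 10^6 cells/mL. Technique: AK luminescence. Buffer or medium: YPD. Times: static 4 h at 37 °C with compound, 1 h detection. Dosing: single-point compound dose. Read-out: lysis from increased AK signal.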
F508del corr = correctors of CFTR F508del function in bronchial epithelial cells; 350,000 compounds, 0.36% hits; activity (quench increase), % at 7.58 µM; AID 720511; CFBE cells, YFP halide quenching; stimulated with forskolin plus potentiator P3; % fluorescence drop versus neutral controls;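 active = mean added fluorescence quench of at least 8% versus neutral control, with both replicates also reaching 8%; inconclusive = only one of the mean or replicate conditions met; inactive = mean below 8% and not both replicates reaching 8%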;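 note: cells transiently co-express mutant CFTR-F508del with the halide-sensitive YFP; corrector assay measuring rescue of mutant channel to the surface after 24 h compound exposure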
Statin myotox sup = suppression of simvastatin myotoxicity; C2C12 myotubes + simvastatin, ATP luminescence, 48 h; scaled: DMSO 0, geranylgeraniol control 100; rescue of ATP level, % at 7.49 µM; 330,000 compounds, 0.78% hits;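 active = mean ATP rescue above about 67%, or every replicate alone reaching that limit, limit read from the data, passing the limit was not always enough; inconclusive = no clear call, values can overlap the other calls; inactive = mean under the limit and some replicate under it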;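 note: myotubes were challenged with 10 µM simvastatin during compound exposure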
FN deposition inh = fibronectin deposition inhibition. AH1F fibroblasts, Alexa488-fibronectin deposition fluorescence, overnight. inhibition, % at 12.6 µM. 350,000 compounds, 0.086% hits;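 active = mean inhibition across replicates of 30% or more, regardless of how many single replicates reach that level; inconclusive = mean under 30% yet at least half of replicates reach 30%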;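 note: positive control wells lacked labelled fibronectin entirely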
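Assay system: AH1F fibroblasts assembling fluorescent fibronectin matrix; Amount: 10000 AH1F cells per well; Buffer or medium: DMEM, 2% serum; Probe or stimulus: Alexa488-fibronectin, 24 nM final in well; Doses: single compound dose, delivered by pin transfer; Incubation: 1 h adhesion, overnight exposure; Measured by: fluorescence 485/525 nm; Read-out: fibronectin deposition inhibition.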
The depositor's hits bear a star; ? = inconclusive; · = not tested or not shown; & = joins results of further samples; [ ] = another dose, or the depositor's remark.

SMILES | PGC1a acetyl inh | PglD DTNB | INS-1E GSIS act | miR122 inh | Cneo AK release | F508del corr | Statin myotox sup | FN deposition inh
O=C1/C(=C\c2cccc(O)c2O)SC(=S)N1Cc1ccccc1 | · | -1 | · | · | 3 | 4.9 | ? | 22
COc1cc(NC(=O)CNC(=O)Cn2cnc3sc(C)c(C)c3c2=O)cc(OC)c1OC | -3 | 1 | 9 | -1 | 2 | 2.4 | 4 | 5
CCC(=O)Nc1ccc2c(c1)OC[C@@H](C)N(Cc1nccs1)C[C@H](C)[C@@H](OC)CN(C)C2=O | 5 | 5 | 11 | · | -1 | 2.0 | 2 | -2
COc1ccc(NCC(=O)N/N=C/C(C)c2ccccc2)cc1 (stereo not drawn) | -6 | 0 | -3 | -14 | -4 | -0.7 | 13 | -12
COCCNC(=O)C(c1ccc(F)cc1)N(Cc1ccccc1)C(=O)CCC(=O)Nc1ccccn1 (stereo not drawn) | · | -7 | -5 | 0 | 8 | 0.7 | -2 | 7
O=C(COC(=O)C1CC(=O)N(Cc2ccco2)C1)Nc1nc(-c2ccc(F)cc2)cs1 (stereo not drawn) | 6 | 3 | 38 | 4 | 2 | -1.3 | -12 | -1
CCOc1ccccc1OCCCC(=O)NC1=NCCS1 | -12 | 1 | · | 3 | 0 | · | -7 | ·
COc1cccc(-c2nc(CS(=O)CC(=O)NCCCOC(C)C)c(C)o2)c1 (stereo not drawn) | -9 | 5 | · | -8 | 0 | · | 2 | ·
CCCc1nc2ccccc2c(C(=O)N(CC)CC(=O)NCc2cccs2)c1CC | 8 | 4 | -9 | -2 | -1 | -0.6 | 8 | -10
CCc1cccc(NC(=O)c2ccc(Cn3c(=O)[nH]c4ccsc4c3=O)cc2)c1 | -8 | -2 | 2 | 14 | -1 | 3.9 | -23 | -3
O=C(NCC[C@H]1CC[C@@H](NC(=O)c2ccccc2F)[C@@H](CO)O1)c1cnccn1 | -11 | 2 | -2 | · | -1 | 1.4 | -1 | -5
COCCn1c(=NC(=O)CSCC(=O)N2CCOCC2)sc2ccccc21 | · | -1 | -2 | · | -1 | -2.3 | -9 | 9
O=C1CCCN1C(=O)CSc1ccc2ccccc2n1 | 10 | -1 | -8 | -7 | 1 | 2.4 | -4 | -11
Cc1noc(C)c1NC(=O)N[C@H]1CC[C@@H](CC(=O)Nc2ccccc2)O[C@H]1CO | 1 | 1 | 14 | · | -2 | 1.2 | 0 | ·
O=c1[nH]c2cc3c(cc2cc1C(c1nnnn1Cc1ccccc1)N1CCCCCC1)OCCO3 (stereo not drawn) | 9 | 0 | · | -5 | -1 | · | -4 | 5
Cc1ccc(S(=O)(=O)Nc2ccc3c(c2)CC(=O)N([C@H](C)CO)C[C@H](C)[C@@H](CN(C)Cc2ccccc2)O3)cc1 | -2 | 7 | -17 | -9[16.7 µM] | 2 | 4.4 | 39 | ·
Cc1noc(C)c1COc1ccccc1C(=O)NC(C)CCc1ccccc1 (stereo not drawn) | -7 | 0 | 0 | 1 | -2 | -3.5 | 6 | 0
C[C@@H]1CC=C[C@@H]2[C@H]1C(=O)N(Cc1ccccc1)[C@H]2c1cccc(Br)c1 | -2 | -3 | 0 | -7 | -1 | 1.4 | -18 | -5
O=C(Nc1ccc(-c2ccccc2)cc1)[C@@H]1[C@@H](CO)[C@@H]2Cn3c(cccc3=O)[C@@H]2N1CC1CCCCC1 | · | 4 | -1 | -9[16.7 µM] | 0 | 0.2 | 48 | ·
CCOC1=C2[C@H]([C@H]3C(=O)N(c4ccccc4)C(=O)[C@H]3C1)[C@@H](c1ccccc1)N(S(=O)(=O)c1ccc(C)cc1)[C@H]2c1ccccc1 | 0 | 6 | -5 | -7 | -1 | -1.3 | 9 | ·
Cn1c(SCC(=O)c2ccccc2)nnc1-c1ccco1 | -5 | -2 | · | -24 | -5 | · | 7 | -5
C/C(=C\C(=O)c1ccccc1)NNc1nc2ccccc2s1 | 4 | -2 | · | 11 | 2 | · | · | 2
COc1ccc(OCCNC(=O)c2cc(C3CC3)nc3c2cnn3C(C)C)cc1 | 0 | 10 | · | 11 | -3 | 1.0 | 0 | -2
C[C@@H]1CN([C@@H](C)CO)C(=O)Cc2cc(NS(C)(=O)=O)ccc2O[C@H]1CN(C)C | 1 | 0 | -2 | -1[16.7 µM] | -2 | -3.3 | -30 | -10

A second format for 2 compounds above.
SMILES,PGC1a acetyl inh,PglD DTNB,INS-1E GSIS act,miR122 inh,Cneo AK release,F508del corr,Statin myotox sup,FN deposition inh
Cc1ccc(S(=O)(=O)Nc2ccc3c(c2)CC(=O)N([C@H](C)CO)C[C@H](C)[C@@H](CN(C)Cc2ccccc2)O3)cc1,-2,7,-17,-9[16.7 µM],2,4.4,39,·
Cc1noc(C)c1COc1ccccc1C(=O)NC(C)CCc1ccccc1 (stereo not drawn),-7,0,0,1,-2,-3.5,6,0

New compounds follow
SMILES | PGC1a acetyl inh | PglD DTNB | INS-1E GSIS act | miR122 inh | Cneo AK release | F508del corr | Statin myotox sup | FN deposition inh
CCOc1ccc(NC(=O)c2ccc3c(=O)n(-c4ccc(OC)cc4OC)c(=S)[nH]c3c2)cc1 | · | -3 | -14 | -3 | -2 | 1.1 | -1 | -4
COc1ccc(Cn2c(=O)[nH]c3cc(C(=O)NCCCN4CCCC4)ccc3c2=O)cc1 | -10 | 0 | · | 0 | 1 | · | -4 | -2
CC(=O)N(C)C[C@H]1Oc2cc(Br)ccc2S(=O)(=O)N([C@H](C)CO)C[C@@H]1C | -10&3 | -6&-3&-1 | -4&22 | 1 | 3&-3&-3 | 2.3&-1.1&-2.1 | 5&4&11 | 4&-2
CCC(=O)Nc1ccc2c(c1)C(=O)N(C)C[C@H](OC)[C@@H](C)CN[C@H](C)CO2 | 6 | -1 | -2 | 8[16.7 µM] | 84* | -1.7 | -3 | -2
CCN(CC)S(=O)(=O)c1ccc(NS(=O)(=O)c2ccc(F)cc2)cc1 | 7 | -4 | · | 8 | 1 | · | 7 | ·
COc1nc(N(C)S(=O)(=O)c2ccc(C)cc2)nc(C)c1Br | · | -5 | · | 4 | 1 | 1.7 | 11 | -2
Cc1ccc(/C(N)=N/OC(=O)c2ccco2)cc1 | -62 | 1 | · | -8 | 0 | · | 3 | -4
CCn1nnc2cc(C(=O)Nc3ccc(C(=O)OC(C)C)cc3)ccc21 | 4 | -6 | 4 | 3 | 1 | -3.6 | -5 | 2
Cc1ccc2c(NC(=O)c3ccco3)cccc2n1 | 6 | 2 | 12 | -6 | -12 | -1.4 | -3 | -1
CCCCC(=O)NNC(=S)NC(=O)CCC | 5 | 5 | -7 | -5 | 1 | · | 112* | ·
Cc1csc(=O)n1CC(=O)OCC(=O)Nc1ccc(Cl)cc1F | 11 | · | 0 | 0 | · | -1.3 | 1 | 1
C[C@@H]1CCCCO[C@@H](CN(C)S(=O)(=O)c2ccc(Cl)cc2)[C@@H](C)CN([C@H](C)CO)C(=O)c2cc(NC(=O)CCCN(C)C)ccc2O1 | -2 | 0 | 4 | -1[16.7 µM] | -3 | 0.9 | 24 | ·
O=C(CN1CCOCC1)N1[C@@H]2CNc3ccccc3[C@@H]2[C@@H]1CO | 5 | 0 | 12 | 7[16.7 µM] | -3 | 1.3 | -4 | 7
O=C(Cc1cccs1)NCc1ccc2c(c1)OCO2 | 5 | -6 | · | · | 3 | · | 4 | 5
C[C@@H]1CN([C@@H](C)CO)C(=O)c2cccc(NC(=O)Nc3ccc(F)cc3)c2O[C@H]1CN(C)Cc1ccc(Oc2ccccc2)cc1 | -3 | -7 | -6 | -3[16.7 µM] | 0 | -3.2 | 0 | ·
COc1cccc(Nc2nc(C(C)N)cs2)n1 (stereo not drawn) | 9 | 4 | 24 | 2 | 0 | 0.7 | 2 | 3
COc1ccccc1C#Cc1cnc2c(c1)C(=O)N([C@@H](C)CO)C[C@@H](C)[C@H](CN(C)S(=O)(=O)c1cn(C)cn1)O2 | 3 | 6 | 7 | -5[16.7 µM] | 11 | -1.4 | 0 | ·
C[C@@H]1CN([C@H](C)CO)S(=O)(=O)c2ccc(C#CC(C)(C)O)cc2O[C@H]1CN(C)C(=O)CN(C)C | 3 | 3 | 28 | -6[16.7 µM] | 3 | 0.3 | -3 | 3
COc1ccc(C(=O)c2c3ccc(C(F)(F)F)cc3[n+]([O-])n2CCCN)cc1 | -9 | 1 | · | 0 | -2 | -2.7 | 24 | 13
CN1C(=O)NC(=O)C1c1ccccc1 (stereo not drawn) | -2 | -6 | 12 | · | 0 | 3.7 | 9 | 4
COCCCNC(=O)CCCn1c(=O)c2ccccc2n(CC(=O)Nc2c(C)cccc2C)c1=O | 5 | 2 | 21 | 3 | 1 | · | · | ·
Cc1cccc(NC(=O)c2onc3c2CCCC3)n1 | 6 | 11 | 9 | 2 | -21 | -1.9 | · | 6
CCCCN(C(=O)C1CSC2(C)CCC(=O)N12)c1c(N)n(CC(C)C)c(=O)[nH]c1=O (stereo not drawn) | 1 | 0 | · | 0 | 0 | -3.1 | 4 | 1
CC1CCC(C(C)C)C(OC(=O)Cn2c(-c3ccccc3)[n+](C)c3ccccc32)C1 (stereo not drawn) | 1 | 2&8 | 8&74 | -36&-15 | 11&6 | -5.8&-12 | · | 2&0
CC(C)(C)[C@H](N)C(=O)N[C@H]1CCC2C3CC=C4C[C@@H](O)CC[C@]4(C)C3CC[C@@]21C (stereo partly drawn) | 10 | · | 202* | -4 | · | -0.3 | · | -4
O=C(CCCc1ccccc1)NCCS(=O)(=O)N1CCN(c2ccccc2)CC1 | 3 | -4 | -3 | -5 | 0 | -1.2 | 8 | -2
C1CCC2(CC1)C1=C(CCCC1)Nc1nnnn12 | 7 | 7 | · | 3 | -1 | · | 0 | -7
CC(=O)NC(NC(C)=O)c1ccc(N(C)C)cc1 | 3 | -3 | · | 8 | -2 | · | -5 | ·
Cc1c(C(=O)NCc2c(F)cc(F)cc2F)oc2ccc(S(=O)(=O)N3CCOCC3)cc12 | -10 | 4 | -19 | -23 | 3 | -0.9 | -5 | 3
Nc1ccc2c(O)cc(S(=O)(=O)O)cc2c1 | 4 | 8 | · | · | 0 | 4.0 | 4 | -6
CCC(C)Sc1ccc([C@H]2N[C@@](C)(C(=O)OC)[C@H]3C(=O)N(CC)C(=O)[C@@H]23)cc1OC (stereo partly drawn) | -3 | 1 | 19 | -1 | 5 | -2.0 | 9 | 5
Cc1ccc(NC(=O)C2CCCN2C(=O)Oc2ccccc2)cc1C (stereo not drawn) | 7 | 0 | · | -13 | 1 | · | -18 | -1
C[C@H](CO)N1C[C@H](C)[C@@H](CN(C)C)Oc2cc(C#C[C@@H](C)O)ccc2S1(=O)=O | -9 | 0 | 11 | 2[16.7 µM] | 0 | -2.9 | 21 | 1
Cc1ccc(S(=O)(=O)N(C)CCCC(=O)Nc2ccncc2)cc1 | -6 | 1 | -19 | 3 | -3 | 0.1 | 1 | -2
C[C@@H]1CN([C@@H](C)CO)C(=O)c2cccc(NC(=O)Nc3cccc4ccccc34)c2O[C@H]1CN(C)C(=O)Nc1cccc2ccccc12 | 3 | -2 | -9 | 9[16.7 µM] | 4 | 4.5 | · | ·
Cc1nc2ccccc2nc1OCC(=O)NCc1ccc2c(c1)OCO2 | -2 | -4 | · | 2 | 11 | · | 6 | ·
Cc1ccc(NC(=O)Nc2ccc(F)cc2)cc1Cl | 9 | 9 | -1 | 8 | -1 | -0.3 | -10 | 19
